DT40 TDP1 no CPT = qHTS for Inhibitors of human tyrosyl-DNA phosphodiesterase 1 (TDP1): qHTS in cells in absence of CPT; DT40 Tdp1-/- hTDP1 cells, no CPT, ATP luminescence, 48 h; Potency, µM (highest dose often 46.2 µM), for the others: top-dose activity change, negative = growth inhibition, most hits filed as inhibitors; actives 15% (n = 420,000); AID 686978, 2013; note: nearly all actives have a fitted effect of over 55% in size
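Compound effects on proliferation are scored in DT40 Tdp1-/-;hTDP1 cells in the absence of CPT. ATP levels (CellTiter-Glo luminescence) are recorded after a ≥48 hr, 37 °C incubation.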
TDP1 cell CPT = DT40-hTDP1 cell growth loss with CPT; actives 12% (n = 420,000); Potency, µM (top dose mostly 46.2 µM), for inactives: top-dose activity change, negative = growth inhibition, actives largely listed as inhibitors; chicken DT40 Tdp1-/-;hTDP1 cells + 20 nM CPT, ATP luminescence, 48 h; note: nearly all actives have a fitted effect of over 55% in size
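Cell growth measured by CellTiter-Glo luminescence after a minimum 48 h, 37 C compound exposure with 20 nM CPT in Tdp1-knockout DT40 cells stably expressing hTDP1, seeded 400/well; qHTS titration format.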
TDP1 block = TDP1 (human) enzyme inhibition; Potency, µM (series often up to 130 µM), for inactives: top-dose activity change, negative = inhibition, hits mostly inhibitors; actives 0.28% (n = 350,000); Q9NUW8; recombinant TDP1, AlphaScreen DNA substrate cleavage; note: nearly all actives have a fitted effect of over 40% in size
Target sequence (Q9NUW8 whole entry, looked up): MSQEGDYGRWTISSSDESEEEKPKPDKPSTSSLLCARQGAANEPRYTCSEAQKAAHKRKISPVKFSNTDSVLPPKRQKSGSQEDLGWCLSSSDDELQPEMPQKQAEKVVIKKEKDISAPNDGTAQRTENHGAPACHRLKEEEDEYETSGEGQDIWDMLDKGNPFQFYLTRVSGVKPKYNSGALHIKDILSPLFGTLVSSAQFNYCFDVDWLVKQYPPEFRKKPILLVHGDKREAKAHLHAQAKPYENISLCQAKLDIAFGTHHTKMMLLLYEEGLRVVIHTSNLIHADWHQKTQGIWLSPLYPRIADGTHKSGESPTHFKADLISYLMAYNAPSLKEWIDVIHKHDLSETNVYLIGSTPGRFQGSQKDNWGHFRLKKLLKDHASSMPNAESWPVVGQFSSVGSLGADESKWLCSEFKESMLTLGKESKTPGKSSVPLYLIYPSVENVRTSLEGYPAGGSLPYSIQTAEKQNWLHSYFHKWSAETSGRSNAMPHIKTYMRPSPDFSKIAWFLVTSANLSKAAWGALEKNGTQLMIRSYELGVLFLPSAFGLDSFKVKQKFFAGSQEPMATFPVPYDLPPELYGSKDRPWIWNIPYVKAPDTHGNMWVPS
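Here, a 5' biotin and 3' phosphotyrosine-FITC DNA oligonucleotide reports Tdp1 activity: intact substrate bridges AlphaScreen beads, while cleavage leaves a 3' phosphate and drops signal. All incubations at room temperature.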
* marks the source's active call; other numbers are inactive results; ? = inconclusive; / = not tested or not shown; & = joins results of further samples; [ ] = dose if it differs, or a comment. Calls come from the whole dose curve; as a rule, active = well fitted curve in the direction sought with a large enough effect; inconclusive = small, poorly fitted or top-dose-only effect, or another doubt; inactive = no such curve, though single readings can be large; an effect the other way counts as inactive or inconclusive. % is set by controls: 0 for no effect and ±100 for the full control effect; potency is the fitted concentration of half-maximal effect. This is a random part of the collection, and some 18% of all compounds hit somewhere here.

SMILES	DT40 TDP1 no CPT	TDP1 cell CPT	TDP1 block
O=C(CN1CCSC1=O)N1CCN(S(=O)(=O)c2ccc(Cl)cc2)CC1	-8%	-9%	1%
COC(=O)C1CCN(C(=O)c2sc3nc(-c4ccc(F)cc4)cn3c2C)CC1	?	?	-7%
O=C(NN=Cc1ccccc1C(=O)O)C(=O)NN=Cc1ccccc1C(=O)O	-20%	3%	/
Cc1cc(C)nc(-n2nc(C)c3c2NC(=O)CC3c2cccc(O)c2)n1 (stereo not drawn)	?	?	5%
Cc1ccc(Cl)cc1-n1ncc2c(N3CCN(Cc4ccccc4)CC3)ncnc21	2.3µM*	2.6µM*	3%
O=c1[nH]c2c(=O)[nH]cnc2nc1-c1ccccc1	-23%	2%	/
O=C(CNS(=O)(=O)c1cccc2nonc12)NCc1ccc(F)cc1	-12%	-2%	9%
COc1ccc(C(=O)C2CCCN(C(=O)c3ccc(OC)o3)C2)c(C)c1 (stereo not drawn)	16µM*	21µM*	/
COc1ccc(CCNC(=O)C2CC3Cn4c(nc5cc(Cl)c(Cl)cc54)C3N2C)cc1 (stereo not drawn)	?	21µM*	0%
C[C@]12C(=O)N(c3cccc(Cl)c3)C(=O)N1[C@@H]1c3ccccc3OC[C@@H]1[C@H]2c1ccccc1	12µM*	15µM*	0%
CCCCCCc1cc2cc(S(=O)(=O)c3ccc(F)cc3)c(=O)oc2cc1O	?	21µM*	0%
Cc1ccc(N2CCN(/N=C/c3cccnc3)CC2)cc1	-27%	?	/
COc1ccc(NC(=O)CC2C(=O)N(c3ccc(F)cc3)C(=O)N2Cc2ccc3c(c2)OCO3)cc1 (stereo not drawn)	?	-18%	9%
CCn1c(COc2ccc(OC)cc2)nc2ccccc21	?	-5%	0%
COc1ccccc1-c1ccc2ncnc(NCCN3CCOCC3)c2c1	?	?	/
O=C(NC1CCCCC1)C(c1cccc2ccccc12)n1c(=O)c(-c2cc3ccccc3[nH]2)nc2ccccc21 (stereo not drawn)	13µM*	?	/
CCN1CCN(CCc2nc3cc([N+](=O)[O-])ccc3n2C)CC1	-16%	0%	4%
COc1ccccc1CNC(=O)COc1ccc(Br)c(C)c1	6%	10%	-2%
CC(C)OCCCNC(=O)CCC(=O)NNc1nc2ccccc2c2nc(-c3ccccc3)nn12	?	-79%	8%
O=C(NC1CCCCC1)C(c1ccc(F)cc1)N(Cc1ccco1)C(=O)c1ccccn1 (stereo not drawn)	-25%	0.82µM*	1%
COc1cc(C#Cc2ccc3cc(C(C)(C)O)oc(=O)c3c2)cc(OC)c1	?	?	0%
COC(=O)C1CCc2c(ccc3c2CCCC3)C1=O (stereo not drawn)	-12%	18%	/
CCOC(=O)C1=CCN(S(=O)(=O)c2cccc(Cl)c2)C1c1ccc(F)cc1 (stereo not drawn)	?	?	/
COc1cccc(NC(=O)COC(=O)CC(NC(N)=O)c2ccc(Cl)cc2)c1 (stereo not drawn)	7%	-1%	5%
CN=C1S/C(=C\c2ccc(N3CCOCC3)c(F)c2)C(=O)N1C	15µM*	?	2%
The results go on.
SMILES	DT40 TDP1 no CPT	TDP1 cell CPT	TDP1 block
Cc1onc(-c2ccccc2)c1C(=O)Nc1nnc(N(C)Cc2ccccc2)s1	-16%	-24%	5%
Cc1ccc(C(=O)Nc2nnc(S(=O)(=O)N3CCN(c4ccc(F)cc4)CC3)s2)cc1	-23%&-29%	-7%&-26%	4%&3%
COc1cc(C=NNc2ccc(S(=O)(=O)Nc3ccccc3C(=O)O)cc2[N+](=O)[O-])ccc1O	-1%	3%	0%
Cc1nn2c(=O)cc(COC(=O)c3cccc(NC(=O)c4cccs4)c3)nc2s1	12µM*	12µM*	-1%
CC(C)Oc1ccc(CCc2n[nH]c(=S)n2-c2ccccc2)cc1	?	?	6%
Cc1ccccc1C(=O)NCCCNC(=O)c1cnccn1	9%	13%	/
O=C(Cc1ccccn1)c1ccncc1	-6%	-7%	/
Cc1nc2ccccc2c2oc(C(=O)NCCCN3CCC(C)CC3)cc12	?	-24%	0%
Cc1ccc(Oc2ccc(-c3nc(N)nc(N)n3)cc2)cc1C	-21%	-25%	5%
N=C1S/C(=C\c2ccc(-c3ccccc3C(=O)O)o2)C(=O)N1c1ccc2c(c1)OCO2	1%	-1%	-8%
CCc1nn2c(=O)cc(COC(=O)CNC(=O)c3ccccc3)nc2s1	-6%	-6%	3%
CC(=O)C1=C(c2ccc(Cl)c(Cl)c2)N(C(C)=O)n2c(C)nnc2S1	4.1µM*	2.9µM*	0%
CSCCC(NC(=O)c1ccco1)C(=O)Nc1ccc(C)cn1 (stereo not drawn)	2%	3%	/
CCOc1cc(S(=O)(=O)n2ccc(C)n2)ccc1Br	-8%	-3%	3%
C[C@H]1CN([C@@H](C)CO)S(=O)(=O)c2ccc(Br)cc2O[C@@H]1CN(C)Cc1ccccc1	21µM*	?	/
O=C(NCC1CCCO1)c1cc2nc(-c3ccco3)cc(C(F)(F)Cl)n2n1 (stereo not drawn)	-5%	-4%	-21%
Cc1cc(C)nc(SCc2cn3c(C)cccc3n2)n1	-5%	-3%	8%
CCn1c(=O)c([N+](=O)[O-])c(NCC2CCCO2)c2ccccc21 (stereo not drawn)	-14%	4%	2%
Cc1ccc(-n2c(SCC(=O)NCc3ccc4c(c3)OCO4)nnc2-c2cccnc2)c(C)c1	-26%	?	5%
CCCOc1ccc(CNC(=O)CN2C(=O)c3cccnc3Oc3ccc(C)cc32)cc1	?	23µM*	6%
CN(CC(=O)Nc1ccccc1C(F)(F)F)C(=O)c1ccccc1Sc1ccccc1C#N	?	2%	1%
O=C1NC(=Nc2ccccc2)SC1Cc1ccccc1 (stereo not drawn)	-27%	-13%	-8%
COc1ccc(-n2c(CN3CCOCC3)nc3ccc([N+](=O)[O-])cc3c2=O)c(OC)c1	-7%	-13%	/
Cc1ccc(-c2nnc(CSc3nc4cc5c(cc4cc3C)OCO5)o2)cc1	21µM*	?	1%
COc1ccc(S(=O)(=O)Nc2cccc3c2O[C@H](CN(C)Cc2ccc(Cl)c(Cl)c2)[C@@H](C)CN([C@H](C)CO)C3=O)cc1	18µM*	21µM*	1%

Entries of single compounds as entered above. Order of screens: DT40 TDP1 no CPT	TDP1 cell CPT	TDP1 block
Entry for CC(C)Oc1ccc(CCc2n[nH]c(=S)n2-c2ccccc2)cc1 → ?	?	6%
Entry for CC(=O)C1=C(c2ccc(Cl)c(Cl)c2)N(C(C)=O)n2c(C)nnc2S1 → 4.1µM*	2.9µM*	0%
Entry for CCn1c(=O)c([N+](=O)[O-])c(NCC2CCCO2)c2ccccc21 (stereo not drawn) → -14%	4%	2%

The list continues.
SMILES	DT40 TDP1 no CPT	TDP1 cell CPT	TDP1 block
CCN(CC(=O)Nc1ccc(NC(C)=O)cc1)C(=O)C1CC1	4%	-8%	/
COc1ccc(CC(=O)Nc2c(C(=O)Nc3ccc(F)cc3)oc3ccccc23)cc1OC	21µM*	12µM*	12%
O=S(=O)(c1ccc(S(=O)(=O)N2CCN3CCCC3C2)cc1)N1CCCC1 (stereo not drawn)	3%	-14%	-6%
S=c1[nH]nc(CNc2ccc(Cl)cc2)n1Cc1ccccc1	2%	4%	7%
O=C(Cc1ccc(-n2cccc2)cc1)NCc1ccccc1Cl	5.8µM*	5.8µM*	3%
CCCCN1C(=O)CC2CCOC21C (stereo not drawn)	-14%	2%	/
Cc1cccc(C(=O)Nc2oc(-c3ccccc3)cc2C#N)c1	?	?	7%
C#CCOCCOCCOCCNc1nc(N2CCN(C(=O)[C@H](Cc3ccc(O)cc3)n3cc(C(N)CC(C)C)nn3)CC2)nc(N2CCN(C(=O)[C@H](CCC(=O)O)n3cc(C(N)[C@H](C)CC)nn3)CC2)n1 (stereo partly drawn)	-3%	-18%	1%
COC(=O)C(C)Sc1nnc(-c2ccncc2)o1 (stereo not drawn)	-3%	-16%	5%
N#C/C(=C\c1ccc(Br)cc1)c1nc(-c2cc3cc(Br)ccc3oc2=O)cs1	-2%	6%	1%[12.3 µM]
Cc1nc(SCC2(C)CC2(Cl)Cl)n[nH]1 (stereo not drawn)	-12%	5%	5%
CC(C)(C)Nc1nc(OCC(F)(F)F)nc(OCC(F)(F)F)n1	8%	1%	5%
Cc1nn(CC(=O)NCCCc2ccccc2)c(=O)c2cccn12	-1%	6%	4%
O=C(NCCCN1CCN(c2ccc(F)cc2)CC1)c1cc2c(Cl)nc3ccccc3c2s1	4.6µM*	7.3µM*	3%
COc1cc(CCCN2CCNC[C@H]2Cc2ccc(O)cc2)cc(OC)c1OC	-10%	-2%	-3%
Cc1cccc(C(=O)NNC(=O)c2ccccc2O)c1	21µM*	?	/
CCCS(=O)(=O)N1CCC(n2c(C)nc3cccnc32)CC1	18µM*	18µM*	5%
Cn1c(=O)n(C)c2cc(NS(=O)(=O)c3ccc4c(c3)CCCC4)ccc21	?	18µM*	7%
CCOC(=O)c1c(NC(=O)CSc2nnc(Cc3ccccc3)o2)sc(C)c1C	?	?	2%
Cc1cc(-c2nc3ncccc3o2)ccc1NC(=O)c1ccc([N+](=O)[O-])o1	2%	-4%	/
COc1ccc(C(N)c2csc(Nc3ccc(C(=O)c4ccccc4)cc3)n2)cc1 (stereo not drawn)	?	?	/
Cc1ccc(N2CN(S(=O)(=O)c3cccc([N+](=O)[O-])c3)c3nc4ccccc4nc32)cc1	6%	7%	7%
CCC(CC)C(=O)Nc1ccc(OCc2cc(=O)n3c4c(sc3n2)CCCC4)cc1	-3%	-10%	4%
COc1ccc(N2CCN(C(=O)CSc3nc(-c4ccccc4)no3)CC2)cc1	-16%	-3%	3%
CCCCCN(C(=O)CCC(=O)OCc1cc(C)ccc1C)c1c(N)n(CCCC)c(=O)[nH]c1=O	26µM*	23µM*	-6%

3 compounds from above, ordered by count of non-hydrogen atoms, low to high.
SMILES	DT40 TDP1 no CPT	TDP1 cell CPT	TDP1 block
Cc1ccc(N2CCN(/N=C/c3cccnc3)CC2)cc1	-27%	?	/
O=C(CN1CCSC1=O)N1CCN(S(=O)(=O)c2ccc(Cl)cc2)CC1	-8%	-9%	1%
CC(C)OCCCNC(=O)CCC(=O)NNc1nc2ccccc2c2nc(-c3ccccc3)nn12	?	-79%	8%

Copied from the listing for reference:
SMILES	DT40 TDP1 no CPT	TDP1 cell CPT	TDP1 block
CCN(CC(=O)Nc1ccc(NC(C)=O)cc1)C(=O)C1CC1	4%	-8%	/
COc1ccc(CC(=O)Nc2c(C(=O)Nc3ccc(F)cc3)oc3ccccc23)cc1OC	21µM*	12µM*	12%
O=S(=O)(c1ccc(S(=O)(=O)N2CCN3CCCC3C2)cc1)N1CCCC1 (stereo not drawn)	3%	-14%	-6%
S=c1[nH]nc(CNc2ccc(Cl)cc2)n1Cc1ccccc1	2%	4%	7%
O=C(Cc1ccc(-n2cccc2)cc1)NCc1ccccc1Cl	5.8µM*	5.8µM*	3%

New compounds follow
SMILES	DT40 TDP1 no CPT	TDP1 cell CPT	TDP1 block
COC(=O)C1=NNC2(c3ccc(Cl)cc3)C(=O)N(c3ccccc3)C(=O)C12 (stereo not drawn)	-4%	-5%	3%
C=CCNC(=S)NCc1cccnc1	-2%	0%	3%
COc1ccc(/C=N/NC(=O)c2ccncc2)c(C(=O)O)c1OC	7%&-5%	-1%&19%	1%
CCOC(=O)/C=c1\s/c(=C\c2ccc(-c3ccccc3)cc2)c(=O)n1CC(=O)NCc1ccc2c(c1)OCO2	9.2µM*	9.2µM*	1%
COc1ccc(S(=O)(=O)N(CC(=O)NCc2cccnc2)C2CCCCC2)cc1OC	-28%	?	/
COc1ccc(C(=O)Nc2ccc(NC(=O)c3ccco3)c(Cl)c2)cc1OC	-26%	-8%	-3%
COc1cc(NC(=O)c2ccco2)c(OC)cc1NC(=O)Nc1ccccc1Cl	-21%	-14%	2%
COc1ccc(NC(=O)N(C)C[C@H]2Oc3ncc(Br)cc3C(=O)N([C@H](C)CO)C[C@@H]2C)cc1	-2%	0%	/
O=c1cnc2cnc(Oc3ccccc3)nc2n1Cc1cccs1	?	?	/
O=C1N2CCSC2=NC1(Nc1nccs1)C(F)(F)F (stereo not drawn)	1%	3%	5%
CNC(=O)COC(=O)c1cc(SC)ccc1Cl	15%	-13%	3%

Among those listed so far, 4 have a thiophene ring, fused or not.
SMILES	DT40 TDP1 no CPT	TDP1 cell CPT	TDP1 block
Cc1nn2c(=O)cc(COC(=O)c3cccc(NC(=O)c4cccs4)c3)nc2s1	12µM*	12µM*	-1%
O=C(NCCCN1CCN(c2ccc(F)cc2)CC1)c1cc2c(Cl)nc3ccccc3c2s1	4.6µM*	7.3µM*	3%
CCOC(=O)c1c(NC(=O)CSc2nnc(Cc3ccccc3)o2)sc(C)c1C	?	?	2%
O=c1cnc2cnc(Oc3ccccc3)nc2n1Cc1cccs1	?	?	/

Compound activity as filed in PubChem.
